Peg3 promoter: reduces Peg3 promoter-driven luciferase expression in HeLa; inhibition, % at 20 µM; hit rate 1.7% among 360,000; HeLa PEG-Prom luciferase reporter, luminescence, overnight; AID 588405;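 active = inhibition of at least 50% at 20 µM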
HIF-2a block: HIF-2a inhibition. hit rate 0.72% among 360,000. AID 624352. 786-0 RCC cells HIF-2a reporter, luciferase luminescence, overnight. inhibition, % at 18.8 µM;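 active = inhibition of the luminescence signal of 40% or more relative to plate controls, in a single-dose primary screen at 18.75 µM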
Shn3 inh set2: inhibitors of Schnurri-3 3'UTR reporter in osteoblasts. AID 588674. Clone20 osteoblast Shn3 3'UTR firefly luciferase, 24 h. inhibition, % at 12.5 µM. hit rate 0.52% among 360,000;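 active = mean inhibition of at least 75% with every replicate also reaching 75%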;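 note: 0% = median of neutral control wells and 100% = pilot-screen positive control compound; some compounds past the cut are filed as inactive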
TWEAK Fn14 block: inhibitors of TWEAK-Fn14 interaction signaling; TWEAK-stimulated Fn14 reporter cells, luciferase luminescence, 8 h; hit rate 2% among 360,000; AID 1159606; inhibition, % at 10 µM; in the data active = inhibition above about 50%
NR2E3 ag-1: NR2E3 (human) agonism | Q9Y5X4 | GST-NR2E3/biotin-RetCOR TR-FRET, 1536-well | inhibition of corepressor binding, % at 4.78 µM | hit rate 0.12% among 320,000 | AID 2300;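 active = percent inhibition above the cutoff of mean plus 3 SD of all tested compounds, set per screening campaign, cut at about 20% in these data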;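 note: 0% = DMSO wells and 100% = biotin wells as full block of FRET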
Target sequence (Q9Y5X4 whole entry, looked up): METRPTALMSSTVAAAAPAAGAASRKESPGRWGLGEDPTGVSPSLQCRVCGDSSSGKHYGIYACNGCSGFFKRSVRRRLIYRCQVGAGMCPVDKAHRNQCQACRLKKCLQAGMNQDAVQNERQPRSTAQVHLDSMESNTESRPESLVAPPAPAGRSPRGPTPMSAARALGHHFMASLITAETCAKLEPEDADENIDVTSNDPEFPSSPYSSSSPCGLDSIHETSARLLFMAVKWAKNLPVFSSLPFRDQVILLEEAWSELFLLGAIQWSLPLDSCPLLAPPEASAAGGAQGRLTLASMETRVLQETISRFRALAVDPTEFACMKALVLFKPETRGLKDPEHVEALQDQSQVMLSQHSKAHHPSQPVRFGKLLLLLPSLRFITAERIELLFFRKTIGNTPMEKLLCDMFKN
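Material – GST-tagged NR2E3 plus biotinylated RetCOR corepressor · Quantity – NR2E3 fusion 1.35 nM · Times – 5 h incubation at 4 °C · Medium – pH 7.5 Tris-based buffer · Technique – TR-FRET, Eu(K)-anti-GST donor, streptavidin-D2 acceptor, ex 340, em 617/671 nm · Benchmarks – high control biotin, low control 0.6% DMSO · Format – 1536-well plates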
NR2E3 ag-2: human photoreceptor-specific nuclear receptor agonism | Q9Y5X4 | CHO-S Gal4-NCOR/VP16-NR2E3 two-hybrid, luciferase | inhibition of corepressor binding, % at 3.98 µM | hit rate 0.35% among 360,000 | AID 602229;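 active = inhibition above the mean of all tested compounds plus 3 SD, cut at about 70% in these data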;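 note: 0% = DMSO with NR2E3 transfected cells and 100% = cells lacking NR2E3 construct; higher means lower luciferase signal from less NR2E3 corepressor binding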
KKLEB cytotox: CF airway cell cytotoxicity counter-screen | hit rate 0.36% among 360,000 | activity change (cytotoxicity), % at 5 µM | KKLEB CF airway cells viability, ATPlite luminescence, overnight; hits give low values; cells stimulated with P. aeruginosa culture filtrate;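 active = corrected activity change at or below -50% at 5 µM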
TROY NFkB inh: TROY signaling inhibition; inhibition, % at 10 µM; hit rate 0.98% among 360,000; Q293 LMP1-TROYcd NF-kB luciferase reporter, 4 h; AID 1347056;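 active = compounds whose plate-normalised and pattern-corrected inhibition of the luciferase reporter signal at the single screening dose is 50% or more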
MITF TRPM1 inh: MITF TRPM1 promoter inhibition in SK-MEL-5 cells; hit rate 0.83% among 330,000; SK-MEL-5 TRPM1 promoter luciferase, 24 h; inhibition, % at 12.5 µM;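 active = mean inhibition across replicates of 60% or more, whatever share of single replicates reaches that level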; note: values of inactives mirror those of a sister screen read the other way
TRAIL sens C8: sensitizes caspase-8 expressing cells to TRAIL | hit rate 1% among 360,000 | inhibition (viability loss, TRAIL sensitization), % at 10 µM | NB7+C8 cells + TRAIL, ATPlite viability luminescence;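 active = compounds causing at least 50% loss of cell viability in the single-dose screen, relative to plate controls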
CF NFkB inh: blocks PAF-induced NF-kB reporter in cystic fibrosis cells. KKLEB NF-kB-GFP reporter, GFP fluorescence overnight. inhibition, % at 5 µM. hit rate 0.86% among 360,000;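 active = at least 50% inhibition at 5 µM, scaled per plate between neutral and stimulator controls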;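 note: PAF is a Pseudomonas aeruginosa culture filtrate used as stimulus; plate controls were PAF-stimulated DMSO wells for no effect and unstimulated DMSO wells for full effect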
* = called active by the depositor; / = not tested or not shown.

SMILES | Peg3 promoter | HIF-2a block | Shn3 inh set2 | TWEAK Fn14 block | NR2E3 ag-1 | NR2E3 ag-2 | KKLEB cytotox | TROY NFkB inh | MITF TRPM1 inh | TRAIL sens C8 | CF NFkB inh
Cc1cccc(/C=C/c2onc(C)c2S(=O)(=O)N2CCC(C(=O)N3CCCCCC3)CC2)c1 | 6.8 | 15.3 | 10.0 | 11.7 | 1.6 | -2.9 | -5.1 | 21.4 | -6.6 | 9.7 | 1.4
Cc1ccc(S(=O)(=O)CC(=O)N(CCCN(C)C)c2nc3ccc(C)cc3s2)cc1 | -44.9 | 1.8 | 14.4 | 20.5 | 2.6 | -31.2 | 1.0 | -28.4 | 7.9 | 5.2 | 2.4
Cc1cc(/C=C(\C#N)C(=O)OCC#N)c(C)n1CC(C)C | -48.7 | -44.5 | -8.9 | -22.5 | -0.3 | 15.6 | -6.6 | -22.7 | -17.4 | 0.8 | 8.0
O=C(c1ccc(F)c(F)c1)N1CCC2(CC1)NCCc1[nH]cnc12 | -9.1 | 0.6 | -16.5 | -14.7 | 1.1 | -11.2 | 6.6 | 0.1 | -5.8 | 7.2 | -12.8
CCN(CC(=O)Nc1c(F)cccc1F)C(=O)C1CCN(S(=O)(=O)c2ccc(C)c(C)c2)CC1 | -0.6 | 1.6 | 1.5 | -17.3 | -1.8 | -8.6 | 3.9 | 13.7 | 16.6 | 2.7 | 0.6
CCN(CC)CCN(Cc1cc2cc(C)ccc2[nH]c1=O)C(=O)Nc1ccccc1OC | 6.2 | 14.6 | 2.9 | -5.9 | -0.5 | -24.5 | 7.2 | -4.1 | -2.4 | 13.9 | 0.7
CN1C(=O)C(N=Nc2ccc([N+](=O)[O-])cc2)SC1=S (stereo not drawn) | -127.2 | -241.0 | -6.5 | 29.7 | / | -31.9 | -1.1 | 44.3 | 24.3 | 26.4 | 9.1
COc1ccccc1CNC(=O)CN(c1ccc(C)cc1)S(=O)(=O)c1c(C)noc1C | 3.5 | 1.3 | 14.8 | 5.6 | 0.0 | -2.6 | 13.4 | 0.0 | 1.1 | 1.0 | 21.2
CC1=C(C(=O)Nc2cccc(C(=O)NC(C)c3ccccc3)c2)SCCO1 (stereo not drawn) | 5.5 | 0.4 | 16.0 | -12.0 | 4.5 | -22.4 | -6.1 | -2.2 | 5.4 | 10.3 | 5.0
CN(C)c1nc(N)nc(CSc2nc3c(c(=O)n(C)c(=O)n3C)n2Cc2ccccc2F)n1 | 8.2 | 18.1 | 6.7 | -9.3 | -1.1 | -1.0 | -8.9 | -8.5 | -9.0 | 2.9 | 4.7
CC/C(=N/N=C(\CC)c1ccccc1)c1ccccc1 | -3.6 | 11.0 | -4.2 | -8.1 | -2.4 | -2.0 | 15.5 | -18.5 | -7.0 | 2.5 | -30.6
COC(=O)C1CCN(C(=O)COC(=O)c2n[nH]c3ccccc23)CC1 | -45.3 | -10.6 | -8.0 | -0.2 | 2.0 | -45.7 | 6.9 | -25.6 | -19.1 | -1.6 | -3.6
CO[C@H]1CC[C@@]2(C)[C@@H](CC[C@@H]3[C@@H]2CC[C@@]2(C)[C@H]3C[C@H](C(=O)O)O[C@]23CCCO3)C1 | 3.1 | 14.4 | -30.4 | -25.1 | / | -16.0 | -15.3 | -0.8 | -8.9 | -4.0 | -15.8
COc1cccc(N2CCN(C(=O)C3CCN(S(=O)(=O)c4cccs4)CC3)CC2)c1 | 20.4 | 11.9 | 24.2 | 3.5 | 1.4 | 9.9 | 7.0 | 12.3 | 1.6 | 2.9 | 11.8
O=C(Nc1ccccc1-c1ccccc1)c1ccccc1 | -10.3 | -7.0 | -14.3 | 61.6* | -0.6 | 27.3 | -12.7 | -18.5 | 5.3 | -6.2 | -17.1
O=C(CN1CCCCC1)NC(=O)Nc1ccccc1F | -90.6 | -130.9 | -9.3 | -13.2 | / | -20.5 | 11.1 | -74.4 | -76.4 | -18.9 | 1.6
CCOCCCNC(=O)C(NC(=O)c1ccc2c(c1)OCO2)c1ccc(Cl)cc1 (stereo not drawn) | -1.8 | 14.3 | 1.8 | -9.0 | -3.0 | -0.9 | -1.6 | -12.8 | 12.8 | 3.1 | -11.4
C=CCN(c1ccc(C(=O)NCCN2CCOCC2)cc1)S(C)(=O)=O | 1.4 | 17.4 | -26.9 | -0.7 | -0.1 | -31.9 | 2.5 | 12.4 | -3.0 | -2.6 | 17.5
CN(CC(=O)Nc1cccc(F)c1)C(=O)c1cc(S(=O)(=O)N2CCN(c3ccccc3)CC2)ccc1Cl | 33.9 | 0.3 | 43.4 | 6.7 | 2.0 | 53.6 | 5.8 | 10.5 | 25.8 | 11.8 | 14.8
O=C(O)c1cc2ccccc2n1-c1ccccc1 | 13.0 | 22.8 | -3.3 | -5.5 | 4.0 | 1.4 | 3.2 | 4.8 | -13.2 | -2.7 | -6.0
COc1ccccc1CCN=C(N)NS(=O)(=O)c1ccc(F)cc1 | 8.8 | 12.4 | 25.5 | 13.4 | -0.2 | -16.1 | 4.0 | -14.2 | -11.7 | 9.6 | -8.9
CC(C)[C@H](NS(=O)(=O)c1ccccc1)C(=O)Nc1ccccc1N1CCOCC1 | -0.7 | 11.4 | -1.9 | 0.5 | / | 5.6 | -15.1 | 4.1 | 6.8 | -4.6 | 10.5
N#Cc1c(N)[nH]c(C(=O)c2ccccc2)c1-c1ccc(Cl)cc1 | / | 16.8 | / | 10.4 | / | -12.9 | / | 6.0 | / | 1.2 | /
COCCNCC(=O)Nc1ccc(C)c(S(=O)(=O)N2CCCCC2)c1 | 13.4 | 10.3 | -10.2 | -5.1 | 0.1 | -2.6 | -21.2 | -0.5 | 2.1 | -3.2 | 13.8
CCOc1ccc(/C=C/[N+](=O)[O-])c2ccccc12 | 99.0* | 88.8* | 95.0* | -12.3 | -2.4 | -8.3 | -23.3 | -18.7 | 84.4* | 43.4 | 7.1

Retrieved one by one from the entries so far (2):
SMILES | Peg3 promoter | HIF-2a block | Shn3 inh set2 | TWEAK Fn14 block | NR2E3 ag-1 | NR2E3 ag-2 | KKLEB cytotox | TROY NFkB inh | MITF TRPM1 inh | TRAIL sens C8 | CF NFkB inh
O=C(O)c1cc2ccccc2n1-c1ccccc1 | 13.0 | 22.8 | -3.3 | -5.5 | 4.0 | 1.4 | 3.2 | 4.8 | -13.2 | -2.7 | -6.0
CCN(CC(=O)Nc1c(F)cccc1F)C(=O)C1CCN(S(=O)(=O)c2ccc(C)c(C)c2)CC1 | -0.6 | 1.6 | 1.5 | -17.3 | -1.8 | -8.6 | 3.9 | 13.7 | 16.6 | 2.7 | 0.6

(continued)
SMILES | Peg3 promoter | HIF-2a block | Shn3 inh set2 | TWEAK Fn14 block | NR2E3 ag-1 | NR2E3 ag-2 | KKLEB cytotox | TROY NFkB inh | MITF TRPM1 inh | TRAIL sens C8 | CF NFkB inh
FC(F)(F)c1cc(-c2ccccc2)nc(-n2cncn2)n1 | 5.9 | 2.6 | 8.6 | 16.3 | -1.0 | -27.9 | 2.7 | 32.4 | 9.9 | 0.5 | -2.7
Cc1ccccc1N(CC(=O)NCc1ccncc1)S(C)(=O)=O | 5.9 | 9.5 | -3.8 | -10.3 | 1.0 | 5.3 | -3.4 | 0.4 | 2.2 | 11.1 | 15.5
COCC1CCN(Cc2c(C(=O)N3CCc4ccccc4C3)nc3ccc(Cl)cn23)C1 (stereo not drawn) | 3.5 | -2.1 | -3.3 | 4.0 | / | -15.5 | 2.9 | 0.3 | -4.8 | 0.6 | 0.8
C=CCn1c(SCC(=O)NCc2ccco2)nc2ccccc2c1=O | 8.9 | 8.6 | 8.8 | 0.7 | 0.0 | 2.9 | 12.9 | -10.4 | -0.6 | 14.6 | -13.3
Nc1nnnn1NCc1cccc(OCc2ccccc2)c1 | -10.8 | -11.1 | 37.5 | 5.5 | 1.3 | -16.8 | -8.6 | -11.6 | -18.3 | 3.5 | 6.3
CCN(CC)CCOCCOc1ccccc1F | 12.4 | 8.9 | 0.3 | -3.0 | -0.9 | -2.9 | -4.7 | -3.6 | -5.5 | -7.0 | 11.9
COc1cc2c(cc1OC)C(C)N(C(=O)C(NC(=O)c1ccccc1)C(C)C)CC2 (stereo not drawn) | 5.0 | 5.7 | -11.0 | -2.6 | -2.7 | -14.6 | 6.2 | -7.7 | -2.9 | -6.4 | -8.8
Cc1cc(NC(=O)CC2CCCC2)ccc1Br | -263.9 | -290.9 | -44.5 | -45.0 | -0.3 | -119.2 | 3.0 | -41.8 | -64.8 | 9.4 | -5.1
CC(C)(C)c1ccc(NC(=O)CSc2n[nH]c(=O)n2C2CC2)cc1 | -39.6 | -29.6 | -2.1 | -7.2 | / | -12.1 | 7.7 | 1.4 | -14.4 | -4.9 | -1.5
O=C(COC(=O)CCC(=O)c1ccc2c(c1)OCCO2)NCc1ccc2c(c1)OCO2 | -3.6 | -26.2 | 4.0 | -12.0 | 2.8 | -15.3 | 0.4 | -9.4 | 5.2 | -13.5 | -12.0
Cc1ccc2sc(N(CCN(C)C)C(=O)c3ccc4ccccc4c3)nc2c1C | -23.8 | 3.7 | 19.4 | -43.6 | -3.2 | -29.4 | -9.8 | 7.1 | 4.1 | 17.8 | 15.2
COc1cc(-n2c(=O)c3ccccc3n(CC(=O)OCc3ccccc3)c2=O)cc(OC)c1OC | 9.0 | 8.0 | -4.6 | -5.5 | 4.2 | -10.2 | 18.3 | -3.4 | -0.4 | -9.1 | -16.9
O=C(/C(=N/O)n1cncn1)c1ccccc1Cl | -12.9 | 7.1 | / | -28.9 | 1.6 | -19.2 | 10.2 | -27.2 | 0.8 | 1.8 | -14.2
COc1ccc(N(C(=O)c2snc(C(N)=O)c2N)C(C(=O)NC2CCCC2)c2ccco2)c(OC)c1 (stereo not drawn) | 8.3 | 18.9 | 11.4 | -11.8 | / | -34.2 | 4.6 | 19.6 | 21.8 | 16.3 | -4.8
COc1ccc(-c2cc(C(=O)Nc3c(F)cc(F)cc3Br)no2)cc1 | -19.0 | -35.3 | -21.9 | -21.8 | 1.1 | 5.4 | -5.1 | -10.7 | -16.8 | 4.8 | -9.7
CCOC(=O)C(=N/O)/C(C)=N/NC(C)=O | 6.2 | 11.4 | 12.3 | -2.7 | 3.4 | 2.3 | -3.7 | -5.1 | -2.1 | -10.6 | -5.1
CC(C)Oc1ccc(S(=O)(=O)N2CCOCC2)cc1NC(=O)CCCSc1ccccc1 | 8.8 | 3.0 | -9.6 | 15.4 | / | -2.8 | 3.5 | -3.2 | -8.7 | -3.6 | 0.8
COc1ccc(C2c3c4c(n(C)c3CCN2C)CCN(C)C4c2ccc(OC)cc2)cc1 (stereo not drawn) | 0.8 | 12.9 | 0.1 | 28.8 | 1.2 | 28.4 | -7.9 | 5.1 | -19.2 | 4.3 | 4.4

Marked active in Shn3 inh set2, of those listed so far:
compound	Peg3 promoter	HIF-2a block	Shn3 inh set2	TWEAK Fn14 block	NR2E3 ag-1	NR2E3 ag-2	MITF TRPM1 inh	CF NFkB inh
CCOc1ccc(/C=C/[N+](=O)[O-])c2ccccc12	99.0*	88.8*	95.0*	-12.3	-2.4	-8.3	84.4*	7.1

Screening results (PubChem BioAssay)

The list is partial; rates above refer to the full screens.
